KDM5B inh: Primary screen for KDM5B Histone Demethylases FDH-coupled qHTS; KDM5B demethylase, FDH-coupled NADH fluorescence (FDH is formaldehyde dehydrogenase); Potency, µM (titrated, usually from 57.7 µM), without a hit: at the top dose activity change, negative = inhibition, actives largely listed as inhibitors; 220,000 tested, 2.6% active; active = well fitted inhibition curve with a large enough effect; inconclusive = small, poorly fitted or top-dose-only effect; inactive = no such curve, though single readings can be large or run the other way; also: 0% is about no effect; nearly all actives have a fitted effect of over 70% in size
Target sequence (Q9UGL1 whole entry, looked up): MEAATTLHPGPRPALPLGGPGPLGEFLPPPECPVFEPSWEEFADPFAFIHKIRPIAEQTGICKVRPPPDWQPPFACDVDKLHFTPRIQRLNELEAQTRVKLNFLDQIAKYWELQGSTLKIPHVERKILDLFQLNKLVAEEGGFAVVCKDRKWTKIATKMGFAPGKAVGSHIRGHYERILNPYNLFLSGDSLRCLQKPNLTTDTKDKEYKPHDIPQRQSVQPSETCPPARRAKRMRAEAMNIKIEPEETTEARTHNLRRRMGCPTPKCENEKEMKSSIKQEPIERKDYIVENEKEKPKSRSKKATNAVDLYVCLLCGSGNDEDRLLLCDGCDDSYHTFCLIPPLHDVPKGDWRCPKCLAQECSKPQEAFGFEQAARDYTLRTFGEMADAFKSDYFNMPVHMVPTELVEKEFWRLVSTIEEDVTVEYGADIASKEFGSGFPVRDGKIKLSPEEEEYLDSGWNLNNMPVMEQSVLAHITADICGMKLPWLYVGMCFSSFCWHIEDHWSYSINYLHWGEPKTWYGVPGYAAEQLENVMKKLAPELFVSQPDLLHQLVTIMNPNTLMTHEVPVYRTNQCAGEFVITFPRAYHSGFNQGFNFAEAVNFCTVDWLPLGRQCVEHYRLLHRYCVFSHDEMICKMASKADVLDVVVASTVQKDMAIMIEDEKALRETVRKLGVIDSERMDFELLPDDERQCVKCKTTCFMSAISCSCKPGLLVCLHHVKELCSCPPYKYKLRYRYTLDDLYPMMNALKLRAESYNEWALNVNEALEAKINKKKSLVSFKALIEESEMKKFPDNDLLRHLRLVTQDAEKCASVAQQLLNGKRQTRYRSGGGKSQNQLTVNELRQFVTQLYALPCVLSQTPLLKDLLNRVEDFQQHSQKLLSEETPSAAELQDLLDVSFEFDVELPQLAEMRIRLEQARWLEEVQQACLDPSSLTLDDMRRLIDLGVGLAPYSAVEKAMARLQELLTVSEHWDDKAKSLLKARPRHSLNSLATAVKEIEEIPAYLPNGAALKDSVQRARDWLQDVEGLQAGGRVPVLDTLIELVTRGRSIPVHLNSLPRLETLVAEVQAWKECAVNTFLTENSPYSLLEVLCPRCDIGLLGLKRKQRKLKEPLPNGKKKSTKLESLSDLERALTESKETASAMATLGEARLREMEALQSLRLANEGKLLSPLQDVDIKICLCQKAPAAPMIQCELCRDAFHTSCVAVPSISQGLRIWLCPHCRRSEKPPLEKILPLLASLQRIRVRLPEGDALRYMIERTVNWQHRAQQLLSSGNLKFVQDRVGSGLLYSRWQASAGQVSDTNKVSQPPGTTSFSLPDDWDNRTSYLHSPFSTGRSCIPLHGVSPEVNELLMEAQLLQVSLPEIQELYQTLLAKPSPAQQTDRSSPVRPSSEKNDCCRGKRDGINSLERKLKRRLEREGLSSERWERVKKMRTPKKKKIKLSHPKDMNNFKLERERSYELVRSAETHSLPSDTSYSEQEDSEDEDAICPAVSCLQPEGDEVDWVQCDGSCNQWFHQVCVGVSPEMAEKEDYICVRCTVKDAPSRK
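Coupled FDH/NAD⁺ fluorescence readout. KDM5BΔAP 200 nM final; compound titration, 10 min RT preincubation; substrate mix 12.5 µM H3K4me3, 25 µM 2-OG, 50 µM Fe(II), 100 µM ascorbate, 0.25 mM NAD⁺, 0.25 U/mL FDH; ΔRFU over 30 min.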
* hit, by the source's call; i = inactive; ? = inconclusive; [ ] = another dose, or the depositor's remark. Potency is read from the fitted curve at half-maximal effect.

KDM5B inh	Structure
18.2%	COc1cccc(NC(=O)N[C@H]2CCN(C(=O)CSC)[C@@H]2C(=O)N[C@H](Cc2ccccc2)C(N)=O)c1
?	Cc1c(C)c2ccc(OCC(=O)NC3CC(C)(C)NC(C)(C)C3)cc2oc1=O
?	CN(C)c1ccc(C2C3CCCc4ccccc4C3=NN2C)cc1 (stereo not drawn)
-26.8%[115 µM]	O=c1n(-c2ccc(C(F)(F)F)cc2)nc2n1CCN(CC1CCCCC1)C2
-7.9%	Cc1ccc(NC(=O)C(C)Sc2nc(=O)cc(N)n2-c2ccccc2)cc1 (stereo not drawn)
29.6%	CCOc1cc(C(=S)N2CCCC2)ccc1OC
-3.2%	CCC1Oc2ccc(NC(=O)C(CC)c3ccccc3)cc2CN(Cc2ccc(OC)cc2)C1=O (stereo not drawn)
-6.7%[86.2 µM]	CN(Cc1cccn1C)C1CCc2ccccc21 (stereo not drawn)
-19.5%	COc1ccc(NS(=O)(=O)c2ccc3[nH]c4c(c3c2)CCCC4)cc1OC
-4.5%	CC(C)C[C@@H]1N[C@H](C(=O)N2CCN(C)CC2)Cc2cn(Cc3ccccn3)c3cccc1c23
12.7%[86.2 µM]	COc1cccc(CN[C@@H]2CCC[C@@H](C(=O)N3CCN(C)CC3)CC(=O)N(C)C2)c1
-5.8%	CCOc1ccc(C(=O)N2CCCN(C(=O)C3CC3)c3ccccc32)cc1

As entered above:
In KDM5B inh, CN(Cc1cccn1C)C1CCc2ccccc21 (stereo not drawn) is listed with -6.7%[86.2 µM]
In KDM5B inh, CC(C)C[C@@H]1N[C@H](C(=O)N2CCN(C)CC2)Cc2cn(Cc3ccccn3)c3cccc1c23 is listed with -4.5%
In KDM5B inh, COc1ccc(NS(=O)(=O)c2ccc3[nH]c4c(c3c2)CCCC4)cc1OC is listed with -19.5%

Grouped by structure, the entries above containing four or more nitrogen atoms.
KDM5B inh	Structure
18.2%	COc1cccc(NC(=O)N[C@H]2CCN(C(=O)CSC)[C@@H]2C(=O)N[C@H](Cc2ccccc2)C(N)=O)c1
-26.8%[115 µM]	O=c1n(-c2ccc(C(F)(F)F)cc2)nc2n1CCN(CC1CCCCC1)C2
-7.9%	Cc1ccc(NC(=O)C(C)Sc2nc(=O)cc(N)n2-c2ccccc2)cc1 (stereo not drawn)
-4.5%	CC(C)C[C@@H]1N[C@H](C(=O)N2CCN(C)CC2)Cc2cn(Cc3ccccn3)c3cccc1c23
12.7%[86.2 µM]	COc1cccc(CN[C@@H]2CCC[C@@H](C(=O)N3CCN(C)CC3)CC(=O)N(C)C2)c1

New compounds follow.
KDM5B inh	Structure
-24.4%	O=C(CCn1c(=O)c2cccn2c2cccnc21)NCc1ccccc1F
8.4%	Cc1ncccc1C(=O)NCC12CCCC=C1NC(=O)CC2 (stereo not drawn)
10.6%	Cc1cc(OCCCn2c(CCNC(=O)C3CCCCC3)nc3ccccc32)ccc1Cl
?	COCCN1Cc2ccc(Nc3cccnc3)nc2C(C)(C(=O)Nc2ccccc2C)C1 (stereo not drawn)
31.6µM*	Cc1nc(CC(=O)NCc2ccc3[nH]c(-c4ccc(F)cc4)c(C)c3c2)cs1
2.9%	C=C(CCCN(Cc1ccccc1)Cc1ccccc1)C(=O)OCC
-7.2%	C=CCn1c(SCCO)nc2c1c(=O)n(C)c(=O)n2C
-0.6%	Cc1ccc(C)c(S(=O)(=O)c2nnn3c2nc(NCc2ccc4c(c2)OCO4)c2sccc23)c1
31.6µM*	O=C(NCc1ccc(Cl)nc1)c1cnn2ncccc12
?	CNc1ccc(C(=O)N2CCC3(CCCNC3)C2)cc1 (stereo not drawn)
?	CCN(CC)CCNC(=O)c1cc2c(s1)-c1ccccc1SC2
25.2%	O=C(O)CCCCCCCCCCP(=O)(c1ccccc1)c1ccccc1
8.6%	COC(=O)c1c[nH]c2ncccc12
28.2µM*	COc1ccc2nc([C@H]3CCN(C4CCCCC4)C3)[nH]c2c1
11.5%	CCOc1ccc(C(=O)Nc2nc(-c3ccc(Br)cc3)ns2)cc1
i	Nc1nccnc1C(=O)Nc1ccncc1
?	CCOc1ccc(NC(=O)C(C)Oc2ccccc2F)c2cccnc12 (stereo not drawn)
?	Cc1ccc(-c2cn3cccnc3n2)cc1NC(=O)C(C)(C)Oc1ccc(Cl)cc1
19.2%	CC(C)c1ccc(S(=O)(=O)N(C)CC2CCOC2)cc1 (stereo not drawn)
-4.9%	Cc1cnn(CC(=O)N2C[C@@H](CO)[C@H](c3ccccn3)C2)c1
-10.1%	CCOc1ccc(NC(=O)Cn2c(C)cc3ccccc32)cc1
?	C=CCC1(C(=O)O)CCCN(Cc2cnc(NCc3ccccc3)nc2)C1 (stereo not drawn)
?	O=C(O)c1ccc(N/N=C/c2cn(Cc3ccccc3F)c3ccccc23)cc1
-17.6%	CCOC(=O)c1oc2c(c1C)C(=O)CSC2
7.5%	CC(NC(=O)c1ccc(Br)o1)c1ccc(C(F)(F)F)cc1 (stereo not drawn)
-31.5%	CCN(CC)S(=O)(=O)c1ccc(OC(C)C)c(NC(=O)c2ccc(OC(F)F)cc2)c1
39.8µM*	O=C(Cc1c[nH]c2ncc(-c3ccc(Oc4ccccc4)cc3)cc12)N1CCOCC1
12.1%[86.2 µM]	Cc1noc([C@@H](C)NS(=O)(=O)c2ccccc2)c1C(=O)O
-2.8%	Cn1nc(C(=O)Oc2cc(Cl)ccc2Cl)c2ccccc2c1=O
-3.4%	CCCOc1ccc(C(=O)N2CCN(c3nc4sc5c(c4c(=O)n3C)CCCC5)CC2)cc1
6.9%	CC1CCN(C(=O)CN(c2cc(Cl)cc(Cl)c2)S(=O)(=O)c2ccccc2)CC1
-14.9%	COCCN1CCC2(CCC1=O)CCN(C(=O)C1CCOCC1)CC2
15.8µM*	COc1ccc(-c2nc(C)nc3c2CN(C(=O)c2ccccn2)CC3)cc1
4.4%	CCc1cccc(C)c1NS(=O)(=O)c1ccc(-c2cc(C)no2)s1
10.9%	COC(=O)[C@H](C(C)C)N(CCCc1cn(Cc2ccccc2)nn1)S(=O)(=O)c1ccccc1Br
-8.4%	COc1ccccc1C(=O)Nc1c(C(=O)N2CCN(c3ccc(F)cc3)CC2)oc2ccccc12
8.3%	CS(=O)(=O)c1ccc(C(=O)N2CC(=O)Nc3ccccc32)cc1
7.9%	CCCCc1c(O)nc(SCC(=O)c2ccccc2)n(-c2ccccc2OC)c1=O
19.4%	Cc1ccccc1C(=O)NC(NC(=O)c1ccccc1C)c1ccccc1
7.8%	O=C(CCN=C1NS(=O)(=O)c2ccccc21)Nc1ccc(Cl)cc1F
4.7%	COc1ccc(NC(=O)C(=O)NCC2(c3ccc(OC)c(OC)c3)CCCC2)cc1
-28.9%	COC(=O)[C@@H]1Cc2c([nH]c3ccccc23)C2CCC(=O)N21 (stereo partly drawn)
?	NC(=O)C1(N2CCCCC2)CCN(c2nccc(-c3ccccn3)n2)CC1
?	O=C(CCS(=O)(=O)c1nc(-c2ccc3c(c2)OCO3)cc(C(F)(F)F)n1)Nc1ccc(Br)cc1
-8.3%	CN(C)c1ccc(C(=O)N2CCCN(c3cc(-c4ccc(F)cc4)[nH]n3)CC2)cc1
-0.2%[149 µM]	N#Cc1ccc(CN2CCn3c(nnc3-c3ccncc3)C2)cc1
6.7%	CC(CCc1ccccc1)NC(=O)C1CCC1 (stereo not drawn)
-18.0%	Cc1oc2c(C)c3o/c(=N/O)c4c(c3cc2c1C)CCCC4
?	CCN1c2cc(C(=O)Nc3ccc(OC)cc3OC)ccc2C(=O)N2CCCCCC21 (stereo not drawn)
-0.2%	O=C(O)C(Cl)C12CC3CC(C1)CC(C(Cl)C(=O)O)(C3)C2 (stereo not drawn)
8.1%	Cc1onc2c(=O)n(-c3ccccc3)nc(-c3ccccc3)c12
-23.7%[86.2 µM]	Cc1[nH]cnc1CN1CCNc2cc(Nc3ccccc3)ncc2C1
10.6%	O=S(=O)(Nc1cc(Cl)cc(Cl)c1)c1cccc(C(F)(F)F)c1
1.8%	CCCCOC(=O)C(C)Oc1ccc2c(=O)c(Oc3ccc(OC)cc3)coc2c1 (stereo not drawn)
31.8%	O=C(CCCc1cn[nH]c1)N1CCCC(CCc2c(F)cccc2F)C1 (stereo not drawn)
-24.0%	CCC(C)(C)NC(=O)CC1Sc2ncccc2N(CC(C)C)C1=O (stereo not drawn)
?	CCC/C(=N\NC(N)=S)c1ccccc1
-21.4%	COc1cc(OC)c(NC(=O)Cn2c(C(=O)c3cccc(F)c3)nc3ccccc32)cc1Cl
22.3%	NC(=O)c1ccccc1NC(=O)CCCCCn1nnc2ccccc2c1=O
-28.9%	CCSc1nnc(-c2ccccc2NC(=O)C(CC)n2cccn2)c(=O)[nH]1 (stereo not drawn)

Other results follow:
KDM5B inh	Structure
6.3%	COC(=O)c1c(SCC(=O)Nc2cc(F)ccc2F)[nH]c2ccc(C)cc2c1=O
7.5%	Cc1cccc(NC(=O)N2CC(N(C3CCOCC3)S(C)(=O)=O)C2)c1
-4.4%	COc1ccc(C)cc1NC(=O)Cn1nc(C(=O)O)c2ccccc2c1=O
20.6%	Cc1ccc(N(Cc2ccccc2)C(=O)CN2C(=O)NC3(CCCC3)C2=O)cc1
29.7%	CCOc1ccc(S(=O)(=O)[C@H]2CS(=O)(=O)C[C@@H]2N2CCN(c3ccccc3)CC2)cc1
4.3%	C#CCN1CCCCC1C(=O)NCCc1ccccc1 (stereo not drawn)
26.1%	CN(C)c1cccc(N(C)C)c1CNC(=O)C(C)(C)C
-19.7%	CC(C)CNC(=O)N(C)C1CCc2nn(C)c(=O)n2CC1 (stereo not drawn)
27.6%	CCCCc1ccc(NC(=S)N2CCCC2)cc1
-12.3%	CC(C)=CC(=O)N1C[C@@H](NC(=O)Nc2ccc(F)cc2F)C[C@H]1C(=O)N[C@H](Cc1ccccc1)C(N)=O
-8.3%	COc1ccccc1NC(=O)c1ccc(NC(=O)COC(=O)c2cc(C)nc3ccccc23)cc1
19.1%	CN(C)c1cccc(Oc2nnnn2[C@H]2CO[C@H]3[C@@H]2OC[C@@H]3NS(=O)(=O)c2ccccc2C#N)c1

Part of the list above, as tab-separated lines:
structure	KDM5B inh
COc1ccccc1NC(=O)c1ccc(NC(=O)COC(=O)c2cc(C)nc3ccccc23)cc1	-8.3%
CN(C)c1cccc(Oc2nnnn2[C@H]2CO[C@H]3[C@@H]2OC[C@@H]3NS(=O)(=O)c2ccccc2C#N)c1	19.1%

The listing continues:
KDM5B inh	Structure
-16.5%	COC(=O)c1cc(NC(=O)Cn2nc(-c3ccc(C)c(C)c3)ccc2=O)cc(C(=O)OC)c1
14.2%	CC(C)c1ccc(CNCCN2CCCC2)cc1
12.0%	Cc1cnc(C(=O)N2CCCCCCNC(=O)[C@@H]3CCC[C@@H]32)cn1
-25.7%	CN1C(=O)c2cccn2CC1CNC(=O)c1ccoc1 (stereo not drawn)
20.5%[115 µM]	O=C(c1ccc2c(c1)OCO2)N1CCC2(C1)C(=O)N(c1ccccc1)c1ccccc12 (stereo not drawn)
-11.7%	Cc1ccc(OCC(=O)N(C)CC(=O)N(CC(C)C)c2c(N)n(CC(C)C)c(=O)[nH]c2=O)cc1C
0.7%	COc1ccc(NC(=O)Cn2c(N3CCN(c4ccccc4)CC3)nc(C)cc2=O)cc1
?	COc1ccc(NC(=O)c2cc3n(n2)CC(c2ccc4c(c2)OCO4)OC3)cc1 (stereo not drawn)
-5.6%	O=C(NCc1cccs1)c1nc2sccn2c1Br
-8.6%	CC1(C)CC(NC(=S)NCCN2CCOCC2)CC(C)(C)N1
3.6%	CC(C)=CC(=O)N1CC[C@H](NC(=O)Nc2ccc(F)cc2F)[C@H]1C(=O)N[C@H](Cc1ccccc1)C(N)=O
-5.3%	O=C(O)C1(Cc2ccccc2F)CCCN(c2ncnc3sccc23)C1 (stereo not drawn)
?	CCOC(=O)c1cc2c(=O)n3ccccc3nc2n(C(C)C)c1=NC(=O)c1cc2ccccc2o1
-0.3%	COc1c(Cl)cc(C(=O)N(Cc2sccc2C)C2CCS(=O)(=O)C2)cc1Cl (stereo not drawn)
13.4%[149 µM]	Cc1cc(C(=O)NCC(F)(F)F)c2c(C3CCNC3)noc2n1 (stereo not drawn)
17.0%	O=C(COC(=O)Cc1cccc2ccccc12)Nc1ccccc1
-0.2%[115 µM]	O=C(NCc1cccs1)c1cc(C2CC2)nc2onc(C3CCNCC3)c12
-14.2%	CC(NC(=O)CCc1ncc(-c2ccccc2)o1)c1ccc(Cl)cc1 (stereo not drawn)
-6.6%	Cc1ccc(CNC(=O)C2CC=CCC2C(=O)O)cc1 (stereo not drawn)
19.6%	COc1cccc(Nc2nc3ccccc3nc2NS(=O)(=O)c2cccc(Cl)c2)c1
32.3%	C/C(=N\NC(=O)Cc1c(C)[nH][nH]c1=O)c1cccc(Br)c1
-2.1%[86.2 µM]	O=C(Nc1ccccc1)c1nnn2c1CN(Cc1ccccc1)C(=O)CC2
4.7%[149 µM]	CC(=O)N1Cc2ccccc2CC2(CCCN(Cc3ccccc3)C2)C1 (stereo not drawn)
?	Cn1ccnc1CN1CCN(c2nccc(-c3ccccn3)n2)CC1
-24.4%	Nc1nc(NCCCN2CCOCC2)nc(Nc2ccc(Cl)cc2)c1[N+](=O)[O-]
12.0%	CO[C@H]1C(=O)N(C2CCN(C(=O)c3ccncc3)CC2)[C@H]1c1ccncc1
9.5%[86.2 µM]	Cc1cc(-c2cc(-c3ccccn3)nc3c(C)noc23)ccn1
-18.4%[86.2 µM]	N#Cc1cccc(CN2CC[C@@H]3OCC(=O)N(Cc4ccc(O)cc4)[C@H]3CC2)c1
-7.6%	CCOC(=O)c1c(S(=O)(=O)N2CCN(c3ccccc3OC)CC2)c(C)n(C)c1C
28.2µM*	COc1ccc(-c2ccc3nnc(CNC(=O)COc4ccccc4)n3n2)cc1
-23.9%	Cc1ccc(Cl)cc1N(C)C(=O)c1noc2c1CCCCC2
-1.7%	COc1ccc(-c2nnn(-c3ccc(Cl)cc3Cl)c2N)cc1
4.4%	N[C@@H]1CC[C@H](C(=O)N2CCC(c3nccn3Cc3ccncc3)CC2)C1
9.3%	CCN(CC)C(=O)C(Sc1nnc(-c2ccc(Cl)cc2Cl)n1N)c1ccccc1 (stereo not drawn)

A portion of the library, so the mix of outcomes need not match the whole.
